MITF TRPM1 HTS = activators of MITF-driven TRPM1 promoter activity in SK-MEL-5 cells | activation, % at 12.5 µM | SK-MEL-5 TRPM1-promoter luciferase, 24 h; % of positive control, neutral wells = 0 | 300,000 tested, 0.75% active | AID 588334;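 active means mean activation of at least 80% with every replicate also reaching 80%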;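 further: 0% = neutral control wells and 100% = parthenolide positive control wells; values of inactives mirror those of a sister screen read the other way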
dFosB act = activators of mouse delta FosB homodimer. P13346. purified delta FosB, TAMRA-CDK5 oligo fluorescence polarization; percent of positive-control signal above neutral wells. activation, % at 25 µM. 340,000 tested, 0.99% active;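 active means mean activation above about 17%, with every replicate also reaching it, limit read from the data, passing the limit was not always enough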;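 further: fluorescence polarization rise as delta FosB binds a TAMRA Cdk5 AP-1 oligo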
V-ATPase pH = alters yeast V-ATPase proton transport | S. cerevisiae, pHLuorin cytosolic pH fluorescence | 350,000 tested, 0.37% active | AID 504577 | response, % at 10 µM; in the data active means response mostly above about 7.3%, no sharp cut-off; inactive means mostly below about 5.4%; further: actives read high; inactives centre near 0; some compounds called inactive have numbers as strong as hits; reference of the scale not given here
Wnt bcat act = Wnt/beta-catenin pathway activation. Wnt/beta-catenin reporter cell assay, activator, plate reader. activation, % at 9.35 µM. 300,000 tested, 1.2% active. AID 743398; in the data active means activation above about 30%, passing the limit was not always enough;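 further: 0% = neutral control wells and 100% = positive control wells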
Rtt109 HAT inh = inhibitors of Candida albicans Rtt109/Vps75 histone acetyltransferase. purified Rtt109/Vps75, ThioGlo CoA-SH fluorescence, 4 h. inhibition, % at 34.9 µM. 330,000 tested, 0.16% active;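 active means inhibition of at least 50% in every replicate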
Target sequence (Q5AAJ8 whole entry, looked up): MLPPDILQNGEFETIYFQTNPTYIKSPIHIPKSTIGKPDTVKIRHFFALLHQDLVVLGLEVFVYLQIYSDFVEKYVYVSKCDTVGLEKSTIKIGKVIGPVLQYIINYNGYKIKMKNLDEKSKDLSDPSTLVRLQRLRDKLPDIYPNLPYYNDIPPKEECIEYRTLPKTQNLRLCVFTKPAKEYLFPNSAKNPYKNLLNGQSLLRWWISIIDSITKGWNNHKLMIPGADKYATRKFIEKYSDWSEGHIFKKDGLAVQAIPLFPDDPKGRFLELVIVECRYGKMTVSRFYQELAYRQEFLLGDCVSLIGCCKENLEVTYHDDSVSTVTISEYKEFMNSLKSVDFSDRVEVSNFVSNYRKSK
CDK5 inh = blocks human CDK5/p35 kinase activity; Q00535+Q15078; Recombinant CDK5/p35, ADP-Glo luminescence, 60 min; inhibition, % at 10 µM; 330,000 tested, 0.01% active; AID 488839;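 active means highest replicate inhibition of at least 50% and at least 75% of replicates reaching 50%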;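 further: plate controls were DMSO neutral control for no effect and GW8510 at 10 µM for full effect; many of its hits are not listed in these tables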
Target sequence (Q00535 whole entry, looked up): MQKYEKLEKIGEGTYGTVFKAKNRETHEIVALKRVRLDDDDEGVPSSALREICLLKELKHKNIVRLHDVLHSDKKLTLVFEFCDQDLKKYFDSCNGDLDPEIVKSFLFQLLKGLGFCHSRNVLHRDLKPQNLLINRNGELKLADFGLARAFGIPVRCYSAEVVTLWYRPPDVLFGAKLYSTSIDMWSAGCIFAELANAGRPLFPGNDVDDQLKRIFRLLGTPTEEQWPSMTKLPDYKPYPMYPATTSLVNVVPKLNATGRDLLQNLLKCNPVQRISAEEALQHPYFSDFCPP
Target sequence (Q15078 whole entry, looked up): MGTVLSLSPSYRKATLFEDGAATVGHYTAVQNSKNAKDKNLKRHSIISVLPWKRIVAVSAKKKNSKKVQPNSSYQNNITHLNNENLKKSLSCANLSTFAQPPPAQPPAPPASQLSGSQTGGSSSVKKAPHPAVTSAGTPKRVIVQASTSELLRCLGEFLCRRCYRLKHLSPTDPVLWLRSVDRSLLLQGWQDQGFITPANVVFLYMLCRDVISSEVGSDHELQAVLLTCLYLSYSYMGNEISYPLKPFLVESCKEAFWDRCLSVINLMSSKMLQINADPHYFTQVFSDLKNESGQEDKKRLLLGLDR
CAL PDZ FP-1 = inhibitors of human CAL PDZ peptide binding | AID 504414 | 330,000 tested, 0.02% active | purified CAL PDZ, TMR-peptide fluorescence polarization, 1 h | inhibition, % at 20 µM;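 active means highest replicate inhibition of at least 40%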;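 further: plate controls were DMSO neutral control wells for no effect and unlabeled competitor peptide control wells for full effect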
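Material: tagged CAL PDZ domain; buffer or medium: 25 mM sodium phosphate pH 7.4, 150 mM NaCl, TCEP, IgG, Thesit; compound dosing: single point, 20 µM; schedule: 1 h incubation at room temperature before polarization reading; measured by: FP readout, S and P plane fluorescence; read-out basis: percent inhibition from loss of millipolarization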
cardiac RTF act = cardiac RTF calcium sensitization. P19429+P45379. IANBD-labeled TnC RTF fluorescence at EC20 calcium; 0% EC20 calcium, 100% full calcium. activation, % at 7.2 µM. 340,000 tested, 0.24% active. AID 493008;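 active means activation above the mean over all tested compounds plus 3 SD, cut at about 30% in these data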;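 further: rise in fluorescence read as greater calcium sensitivity of cardiac thin filaments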
CAL PDZ FP-2 = CAL PDZ (human) peptide binding inhibition | Q9HD26 | purified CAL PDZ, TMR-peptide fluorescence polarization, 1 h | inhibition, % at 24.9 µM | 300,000 tested, 0.92% active | AID 602252;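 active means mean inhibition of at least 30% with at least half of replicates also reaching 30%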;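 further: 0% = DMSO neutral control and 100% = excess unlabeled competitor peptide PRC23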
Tat export inh = blocks Tat-dependent protein export in E. coli. AID 488895. 340,000 tested, 0.036% active. inhibition, % at 10 µM. E. coli MC4100 TorA-mCherry Tat export, fluorescence;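 active means mean replicate inhibition at least 50% and at least half of replicates individually reaching 50%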;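 further: exported cargo escapes ClpAP degradation while cytoplasmic cargo is degraded and loses fluorescence; 0% = median of neutral control wells and 100% = median of NaSCN control wells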
* = called active by the depositor; · = no result given.

SMILES | MITF TRPM1 HTS | dFosB act | V-ATPase pH | Wnt bcat act | Rtt109 HAT inh | CDK5 inh | CAL PDZ FP-1 | cardiac RTF act | CAL PDZ FP-2 | Tat export inh
CCCCC(=O)NC(c1ccc(N(C)C)cc1)c1ccc2cccnc2c1O (stereo unspecified) | -59 | -9 | -2 | 2 | 6 | 0.9 | 0.7 | 1 | · | 20
COc1ccc(NC(=O)CN(C)C(=O)CNC(=O)c2ccc(C)s2)cc1 | 2 | 1 | -1 | -1 | 7 | 0.1 | -1.3 | 12 | -2 | -2
CCOC(=O)C1CCN(S(=O)(=O)c2ccc3oc(=O)ccc3c2)CC1 | · | -6 | 2 | -2 | 5 | 3.3 | -0.7 | 6 | -4 | -8
Cc1cc(=O)oc2cc(NC(=O)c3cccc(F)c3)ccc12 | 52 | -2 | -5 | 20 | 4 | -1.0 | -0.4 | -8 | 9 | -8
Cc1ccc(-c2cc(C(=O)N/N=C/c3ccc([N+](=O)[O-])o3)c3ccccc3n2)o1 | -16 | -4 | -1 | 14 | -4 | 0.4 | -3.1 | -1 | -2 | -1
Cn1c(=O)[nH]c(=O)c2c1nc(SCCN1CCCCC1)n2Cc1ccccc1 | 6 | 0 | 2 | · | 2 | 0.3 | -3.9 | 0 | -5 | 4
Cc1ccccc1-n1c(SCC(=O)N(C)C2CCS(=O)(=O)C2)nnc1-c1ccncc1 (stereo unspecified) | -9 | -4 | -1 | 0 | -5 | 1.2 | -1.5 | -1 | 5 | 0
Cc1cccc(NC(=O)CCn2nc(C)cc2C)c1 | · | 0 | -3 | -1 | 10 | 1.1 | 0.4 | -1 | -4 | -11
CC(NC(=O)CN(C)S(=O)(=O)c1cccc2nsnc12)c1ccccc1 (stereo unspecified) | 15 | -13 | 1 | 0 | -8 | -0.3 | -1.8 | 1 | -9 | 4
CC(C)c1onc(C(=O)NCc2cccs2)c1[N+](=O)[O-] | -8 | 4 | -1 | -1 | 4 | -0.3 | -1.9 | 2 | -1 | 6
Cc1ccc(C)c(-n2cc[nH]c2=S)c1 | 5 | -3 | 3 | · | -3 | -0.3 | 0.3 | 7 | 0 | -5
Cc1ccc(S(=O)(=O)N2CC(O)C[C@H]2C(=O)OCC(=O)N2CCN(c3ccc(F)cc3)CC2)cc1C (stereo partly specified) | 6 | -9 | 3 | -2 | 4 | 0.1 | -0.8 | 7 | -1 | -7
CC(C)(C)C1CCC(=NNC(=O)C2COc3ccccc3O2)CC1 (stereo unspecified) | 7 | -1 | 5 | 3 | -2 | 0.5 | -0.7 | 6 | -2 | 0
O=C(Nc1ccc(Br)c(Cl)c1)c1ccco1 | 61 | -13 | 0 | · | -12 | 0.6 | · | 0 | 46* | -2
O=C(/C=C/Sc1ccccc1)c1ccc(Cl)cc1 | 48 | -7 | -2 | · | -1 | -0.4 | -1.5 | -4 | -1 | 3
CCCCNS(=O)(=O)c1ccc(S(=O)(=O)N2CCC3(CC2)OCCO3)cc1 | -5 | -2 | 1 | -3 | 0 | 0.2 | 0.6 | 5 | -5 | -4
CCCCCCn1c(=O)c(F)cn(Cc2ccc(OC)c([N+](=O)[O-])c2)c1=O | 7 | -2 | -5 | · | -5 | -1.7 | -1.0 | 2 | 1 | 10
COc1cc(NS(=O)(=O)c2cccc3nsnc23)c(C(=O)O)cc1OC | -8 | 1 | -1 | · | 11 | 0.9 | -0.1 | -2 | 2 | -6
O=C(COc1ccccc1Cl)Nc1nc(-c2cccs2)cs1 | 10 | -6 | 0 | · | 7 | -1.2 | -0.3 | 10 | -4 | 16
O=C(Cc1nc2ccccc2[nH]c1=O)c1ccc(Cl)cc1 | 51 | 25* | -3 | 52* | -4 | 0.2 | -2.3 | 6 | -5 | 2
O=C(NNC(=O)c1cccc(-n2cnnn2)c1)c1ccccc1 | 3 | 2 | 1 | -1 | -10 | 0.4 | -0.5 | 3 | -1 | -7
O=C(CN1C(=O)C2(OCCO2)c2ccccc21)c1ccc(F)cc1 | -11 | -10 | 5 | · | 13 | -0.2 | -3.3 | 2 | · | 1
Cc1nc(C)c(C(=O)Nc2cccc(C)c2C)s1 | 7 | -8 | 1 | 1 | -8 | 0.1 | -0.1 | 3 | -1 | -1
COc1ccc(-n2ncc3c(N4CCN(c5cc(C)ccc5C)CC4)ncnc32)cc1 | 6 | 2 | 4 | -1 | 16 | -1.0 | -0.7 | -2 | · | -1
O=C(NCc1cccc(C(F)(F)F)c1)N1CCN(S(=O)(=O)c2ccccc2F)CC1 | 3 | -1 | -3 | 0 | -1 | -1.5 | -1.0 | -2 | -5 | 6
COc1cc2c(cc1OC)C(C)N(C(=O)c1c(-c3ccccc3)noc1C)CC2 (stereo unspecified) | -13 | 3 | -2 | 0 | 4 | -0.5 | -0.1 | -5 | -2 | 4
Cn1c(=O)c2[nH]c(C3CCCC3)nc2n(C)c1=O | 6 | -2 | 1 | -4 | 3 | -0.4 | -0.8 | 1 | -5 | 5
Cc1ccc(S(=O)(=O)NC(=O)c2cccc(C)c2)cc1 | -2 | -1 | 1 | -2 | -20 | 2.4 | -1.5 | -3 | -4 | -4
COc1ccc(Cn2nnc3c(=O)[nH]c(C4CCN(S(=O)(=O)c5ccc(C)cc5)CC4)nc32)cc1 | 1 | -7 | 6 | 0 | -11 | -3.7 | -1.5 | 1 | 1 | 1
CCN(CC(=O)NCc1ccc(Cl)cc1)C(=O)CSc1cc(C)ccc1C | 4 | -6 | 8 | -3 | -2 | 2.6 | -0.7 | 3 | 1 | 6
O=C(O)c1ccc(-n2c(/C=C/c3ccccc3)nc3ccccc3c2=O)cc1 | 1 | -5 | 3 | 0 | -6 | -1.3 | · | 3 | -8 | -9
CC(C)c1ccc(NC(=S)NNC(=O)c2cccs2)cc1 | 33 | -3 | 0 | -1 | 12 | 0.5 | -0.4 | 1 | 9 | -4
COc1ccccc1Nc1nc2nonc2nc1N1CCC(C)CC1 | 0 | 1 | -1 | -5 | -2 | · | -2.8 | 0 | -5 | -6
COc1ccc(NC2CCCN(C(=O)CCn3cccn3)C2)cc1 (stereo unspecified) | 3 | -2 | 1 | -2 | -5 | -0.6 | -0.7 | -1 | -3 | 6
Cc1ccccc1NC(=O)COc1ccccc1C | 20 | 4 | 4 | 5 | 8 | -0.5 | -0.4 | -4 | -3 | -4
CCOC(=O)C1=NS(=O)(=O)NC(C)=C1 | -1 | 2 | 4 | 2 | 6 | -0.5 | 0.6 | -3 | -3 | -8
CC(=O)N1CCN=C1SCc1ccc(F)cc1 | 12 | -1 | 0 | 0 | 0 | 1.5 | 0.0 | -1 | 3 | -2
CCC1=C(OC(=O)N(CC)CC)N2C(=O)OC(=NCCc3c[nH]c4ccccc34)[C@]2(Cc2ccccc2)[C@H]2C1=CC[C@H]1C(=O)N(CC)C(=O)[C@H]12 | -9 | -1 | 0 | -2 | 15 | -1.3 | -6.2 | 1 | -2 | -10
CC(C)(C)c1ccc(OCC(=O)N/N=C/c2ccsc2)cc1 | 8 | -18 | -1 | 1 | -1 | -0.6 | -1.3 | -4 | -4 | 9
CCOc1cc(C=O)c(Br)cc1OC1CCCC1 | -5 | -1 | 0 | -9 | -4 | -1.5 | · | -1 | -3 | 6
CCC1=NN(C(=O)C(=O)Nc2ccc(Br)cc2)C(O)(C(F)(F)F)C1 (stereo unspecified) | 7 | -3 | -1 | 2 | 2 | -0.2 | 0.1 | 2 | · | 0
CCCCCc1ccc(-c2cn(CC3CCCCC3)nn2)cc1 | 18 | -2 | 0 | -2 | -13 | -0.5 | -0.2 | -3 | -4 | -3
COCCCN1C(=O)C(=O)/C(=C(/O)c2ccc(S(=O)(=O)N3CCCCC3)cc2)C1c1cccc(OC)c1 (stereo unspecified) | -5 | -4 | -4 | 1 | 8 | -1.8 | -2.2 | 1 | -3 | -2
CCOc1cc(/C=C2\SC(=S)N(NS(=O)(=O)c3ccccc3)C2=O)ccc1O | 3 | 7 | -2 | 2 | 2 | 0.7 | -2.3 | 1 | -2 | -9
CCOc1ccc(C2C(C#N)=C(N)Oc3cc(O)ccc32)cc1OCC (stereo unspecified) | -11 | -7 | -2 | -1 | -8 | 0.3 | 2.9 | 0 | 2 | -6
O=S(=O)(CCN1CCCCC1)CCS(=O)(=O)CCN1CCCCC1 | 7 | -4 | 4 | -1 | 3 | -9.0 | -1.1 | -1 | -3 | 11
CCc1c(C)sc(NC(=O)C2CC(c3c(F)cccc3Cl)=NO2)c1C#N (stereo unspecified) | · | -20 | 0 | 1 | 5 | -0.8 | -0.6 | 1 | 0 | 3
CCn1c(SCC(=O)Nc2ccc(C(C)=O)cc2)nnc1C1CC1 | 8 | -2 | 1 | 0 | -3 | 0.9 | -1.8 | -10 | 1 | -8
CCN(C(=O)CSc1nnc(-c2ccccc2)o1)c1c(N)n(Cc2ccccc2)c(=O)[nH]c1=O | 24 | -1 | -3 | -1 | 4 | 0.2 | -1.2 | 2 | 4 | -6
COc1ccc(OCC(O)Cn2c(=N)n(Cc3ccccc3)c3ccccc32)cc1 (stereo unspecified) | · | -2 | 8 | · | 32 | -0.9 | -2.2 | -2 | -1 | -5
Remaining list, next part:
SMILES | MITF TRPM1 HTS | dFosB act | V-ATPase pH | Wnt bcat act | Rtt109 HAT inh | CDK5 inh | CAL PDZ FP-1 | cardiac RTF act | CAL PDZ FP-2 | Tat export inh
Cc1cc(-c2cccnc2)c(C#N)c(SCc2cccc(F)c2)n1 | -4 | 3 | 3 | · | -19 | -1.4 | 0.8 | 3 | · | 2
COc1cc2oc3ccc(C#Cc4ccc(N)cc4)cc3c(=O)c2cc1OC | 8 | -3 | 2 | 2 | 12 | -2.3 | 1.4 | -2 | -3 | 20
CCC(CC)C(=O)c1c[nH]c(C(=O)N2CCN(c3ccc(OC)cc3)CC2)c1 | 17 | 2 | -3 | -1 | -5 | -1.0 | -0.6 | 1 | -5 | 10
CCOC(=O)c1csc(NC(=O)CCSc2ccccc2)n1 | 15 | -5 | -1 | 0 | -6 | 2.0 | -3.3 | 11 | · | 4
Clc1ccccc1-c1nnc2sc(-c3ccncc3)nn12 | 18 | 2 | 0 | 1 | -3 | 1.1 | 0.2 | 8 | -1 | -3
Cc1cc(NC(=O)Nc2cc(F)ccc2F)no1 | 0 | -14 | 6 | 9 | 3 | 1.2 | 1.1 | -4 | -2 | -7
O=C(CSc1ccccc1)N(c1ccc(Br)cc1)c1nccs1 | 15 | -9 | 0 | 4 | -11 | -0.2 | -2.8 | -3 | -1 | 0

Arranged by SMILES length (high to low): some entries from above.
SMILES | MITF TRPM1 HTS | dFosB act | V-ATPase pH | Wnt bcat act | Rtt109 HAT inh | CDK5 inh | CAL PDZ FP-1 | cardiac RTF act | CAL PDZ FP-2 | Tat export inh
O=S(=O)(CCN1CCCCC1)CCS(=O)(=O)CCN1CCCCC1 | 7 | -4 | 4 | -1 | 3 | -9.0 | -1.1 | -1 | -3 | 11
O=C(CSc1ccccc1)N(c1ccc(Br)cc1)c1nccs1 | 15 | -9 | 0 | 4 | -11 | -0.2 | -2.8 | -3 | -1 | 0
O=C(COc1ccccc1Cl)Nc1nc(-c2cccs2)cs1 | 10 | -6 | 0 | · | 7 | -1.2 | -0.3 | 10 | -4 | 16
